Screening data as filed in PubChem BioAssay.
TNAP act hiacc – TNAP (human) activation, high acceptor; P05186; purified TNAP, CDP-star luminescence, 1 M DEA, 30 min; stronger effect = higher value; 0 = EDTA background, 1 = DMSO-only activity; activation factor at 20 µM; 200,000 tested, under 10 active; AID 1136;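 active = activation factor at least 2 at 20 µM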
Target sequence (P05186 whole entry, looked up): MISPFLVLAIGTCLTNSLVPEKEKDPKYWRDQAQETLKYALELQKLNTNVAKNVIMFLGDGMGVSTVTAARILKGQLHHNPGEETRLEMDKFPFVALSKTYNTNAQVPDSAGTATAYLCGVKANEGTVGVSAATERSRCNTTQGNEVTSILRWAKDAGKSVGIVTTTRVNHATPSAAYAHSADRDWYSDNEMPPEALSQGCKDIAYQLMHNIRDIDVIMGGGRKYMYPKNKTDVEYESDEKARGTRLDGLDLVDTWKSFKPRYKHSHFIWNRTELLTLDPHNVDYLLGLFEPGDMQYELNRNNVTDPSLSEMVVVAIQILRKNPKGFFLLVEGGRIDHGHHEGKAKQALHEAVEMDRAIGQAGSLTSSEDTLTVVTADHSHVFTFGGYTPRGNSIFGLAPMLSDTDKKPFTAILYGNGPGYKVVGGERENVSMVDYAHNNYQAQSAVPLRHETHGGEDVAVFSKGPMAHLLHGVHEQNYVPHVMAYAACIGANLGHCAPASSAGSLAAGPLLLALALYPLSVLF
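Control set: EDTA negative control, DMSO positive control / Assay system: human TNAP / Quantity: TNAP 1/800 final / Evaluation: TNAP activation factor scaled between EDTA and DMSO control wells / Measured by: luminescent substrate turnover signal / Compound dosing: one dose, 20 µM / Times: 30 min enzyme reaction at room temperature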
PPARg SRC3 recr – PPARgamma-driven SRC-3 recruitment agonism | biochemical PPARgamma/SRC-3 coactivator recruitment assay | activation, % at 8 µM | 0.26% of 200,000 active; in the data active = activation above about 23%;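 note: 0% = DMSO and 100% = reference agonist; some compounds past the cut are filed as inactive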
Target sequence (P37231 whole entry, looked up): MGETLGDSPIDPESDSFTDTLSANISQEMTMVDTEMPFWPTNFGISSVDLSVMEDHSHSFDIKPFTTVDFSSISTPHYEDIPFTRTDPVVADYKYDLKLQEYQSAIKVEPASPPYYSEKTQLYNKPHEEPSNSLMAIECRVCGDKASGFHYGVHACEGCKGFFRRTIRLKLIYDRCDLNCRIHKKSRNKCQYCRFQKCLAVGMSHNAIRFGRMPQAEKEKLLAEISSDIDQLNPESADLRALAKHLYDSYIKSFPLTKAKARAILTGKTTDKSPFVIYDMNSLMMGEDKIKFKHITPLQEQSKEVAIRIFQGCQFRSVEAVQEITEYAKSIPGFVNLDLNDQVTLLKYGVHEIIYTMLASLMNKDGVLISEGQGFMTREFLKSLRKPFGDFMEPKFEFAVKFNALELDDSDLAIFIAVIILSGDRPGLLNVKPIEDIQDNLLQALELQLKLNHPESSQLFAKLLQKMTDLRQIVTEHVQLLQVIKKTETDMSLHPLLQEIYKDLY
TNAP inh no acc – inhibitors of human TNAP without phosphate acceptor | purified TNAP, CDP-star luminescence, 30 min | inhibition, % at 20 µM | 0.26% of 200,000 active | AID 1012;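 active = tissue-nonspecific alkaline phosphatase inhibition above about 50% at 20 µM in the single-dose screen, limit read from the data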;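 note: 0% = DMSO negative control and 100% = EDTA positive control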
bIAP inh – blocks bovine intestinal alkaline phosphatase activity. purified bovine IAP, CDP-star luminescence, 30 min. inhibition, % at 20 µM. 190,000 tested, under 10 active;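 active = over 50% inhibition of intestinal alkaline phosphatase at 20 µM in the single-dose screen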
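System: purified bovine intestinal alkaline phosphatase (IAP) enzyme; Input: IAP diluted 1/65,000,000 in the well; Measured by: CDP-star luminescence signal; Compound dosing: 20 µM single dose; Incubation: 30 min reaction at room temperature.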
PPARg SRC2 recr – agonists of SRC-2 recruitment by human PPARgamma; P37231; PPARgamma LBD-SRC-2 recruitment, biochemical; activation, % at 8 µM; 0.34% of 200,000 active; AID 1032; in the data active = activation above about 22%;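 note: 0% = vehicle and 100% = reference agonist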
Efa HMGR inh – inhibitors of class II HMG-CoA reductase from Enterococcus faecalis; purified E. faecalis HMGR, NADPH absorbance 340 nm kinetic; inhibition, % at 10 µM; 0.41% of 190,000 active; AID 1066;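 active = inhibition above a set limit, the median over all tested compounds plus 3 SD, cut at about 9.5% in these data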;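 note: enzyme runs in reverse so mevalonate oxidation gives rising NADPH absorbance; 0% = complete reaction with DMSO and 100% = background rate lacking mevalonate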
SRC2 TRFRET art – TR-FRET artefact, counter-screen to PPARgamma/SRC-2 agonist assay | 0.4% of 200,000 active | stronger effect = higher value | TR-FRET ratio at 8 µM; in the data active = TR-FRET ratio above about 2000; note: inactives centre near 1500
TNAP inh hiacc – inhibitors of human TNAP at high phosphate acceptor concentration. P05186. purified TNAP, CDP-star luminescence, 1 M DEA. inhibition, % at 20 µM. 0.03% of 200,000 active;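 active = over 50% inhibition of tissue-nonspecific alkaline phosphatase at 20 µM in the single-dose screen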;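 note: plate controls were DMSO wells for no effect and EDTA-quenched wells as full inhibition for full effect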
bIAP activator – intestinal alkaline phosphatase (bovine) activation | purified bovine IAP, CDP-star luminescence, 30 min; stronger effect = higher value; fold of DMSO-control signal, blank-subtracted | activation factor at 20 µM | 0.17% of 200,000 active;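 active = activation factor of 2 or more at 20 µM, a signal rise over negative controls twice the positive control's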
PPARg SRC1 recr – promotes SRC-1 coactivator recruitment by human PPARgamma. 0.41% of 200,000 active. activation, % at 8 µM. PPARgamma-SRC-1 coactivator recruitment biochemical assay. P37231; in the data active = activation above about 19%;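 note: 0% = DMSO and 100% = reference agonist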
Numbers without * were called inactive; · = no result given.

SMILES	TNAP act hiacc	PPARg SRC3 recr	TNAP inh no acc	bIAP inh	PPARg SRC2 recr	Efa HMGR inh	SRC2 TRFRET art	TNAP inh hiacc	bIAP activator	PPARg SRC1 recr
O=C(c1ccc(F)cc1)N1CCC(N2CCOCC2)CC1	1	-4.1	-7.9	6.1	-7.0	-0.5	1383	-0.1	0.9	8.1
c1ccc(-c2cccc(-c3ccccn3)n2)nc1	1	-2.7	8.7	-16.0	0.8	-1.8	1471	-2.9	1.2	-2.6
COc1ccc(C2=Nn3c(nnc3C3CCCCC3)SC2)cc1OC	1	4.8	-15.1	-2.8	9.6	-6.4	1618	-0.9	1	0.3
O=C(Nc1ccc(-c2nc3ncccc3o2)cc1)c1ccc(Br)o1	0.9	-5.5	0.5	-1.2	-5.0	-4.5	1537	6.8	1	-4.6
COc1ccc2cc(-c3[nH]ncc3CN3CCCCO3)ccc2c1	1	-0.3	-11.4	-15.9	-3.2	0.3	1495	-1.3	1.2	0.8
CCn1c(SCC(=O)NCc2ccco2)nnc1-c1ccc(N)cc1	1	9.1	-6.2	6.3	-2.2	-2.4	1678	-3.0	0.9	-1.7
c1cncc(COC2CCCN(Cc3nc(-c4cccs4)no3)C2)c1 (stereo not drawn)	1	3.0	-5.2	-0.4	-4.2	-5.9	1571	-1.6	1	-3.0
CCOc1cc2[nH]c(=S)n(CCCCC(=O)NCc3ccco3)c(=O)c2cc1OCC	1	8.7	-6.3	13.3	2.5	-0.8	1569	-0.2	0.9	2.9
COC(=O)c1c(NC(=O)COC(=O)c2ccc(NC(=O)CC#N)cc2)sc2c1CCCCC2	1	4.0	-7.5	-8.4	12.9	2.2	1489	-3.4	1.1	9.1
COc1ccc(NC(=O)Nc2ccc3c(c2)CCC3)c(OC)c1	1.1	-0.1	-10.7	0.7	-4.6	-5.3	1558	-5.2	1	-0.1
Cc1c2c(nc3c(C(=O)NC4CCCCC4C)cnn13)CCCC2 (stereo not drawn)	1	12.0	-9.6	-4.2	2.2	3.6	1511	-0.3	1	2.5
C[C@@H]1CC[C@H]2C(=O)N3[C@@H](CC[C@@H](C)[C@@H]3c3ccc(Br)cc3)C(=O)N2[C@H]1c1ccc(Br)cc1	1.1	-6.3	-6.2	-0.6	2.4	-5.8	1312	-5.3	1	0.7
CC1CCN(c2nc3c(cc2C#N)COC(C)(C)C3)CC1	1.1	-1.6	-10.5	-2.0	-4.4	9.7*	1394	-8.3	1	-7.5
O=c1[nH][nH]cc1C=Nc1cc(Cl)ccc1O	1	0.4	-151.2	-7.1	9.7	-2.0	1744	1.6	1.1	2.8
COc1ccc(NS(=O)(=O)c2ccc(C)c(NC(=O)c3ccc(C)c(S(=O)(=O)N4CCOCC4)c3)c2)cc1	1	0.5	-6.4	5.8	9.4	-4.0	1623	-4.8	0.9	1.1
COc1ccccc1OCCCCCc1c(C)n[nH]c1C	1.1	1.4	-5.9	-0.6	3.3	4.2	1621	-5.7	1	6.9
CC(C)Sc1nc(N2CCOCC2)c2c(c1C#N)CC(C)(C)SC2	1	3.8	-2.3	14.1	4.3	-1.1	1639	0.0	0.9	1.6
COc1cccc(C(=O)Nc2cc(-c3cn4cccnc4n3)ccc2C)c1	1	1.0	-14.3	-14.0	0.0	-2.5	1546	-1.0	1.1	-3.1
CC1(C)CC(=O)C(C=NCCN2CCN(C(=O)c3ccc(F)cc3)CC2)=C(O)C1	1	-6.5	-10.5	-6.6	8.8	-0.9	1473	-3.1	1.1	7.0
CC(CC(=O)Nc1ccccc1C(F)(F)F)c1ccccc1 (stereo not drawn)	1	-0.2	-2.2	-9.7	-11.7	-5.3	1482	-4.2	1.1	-7.1
O=C(Cn1c(-c2cncs2)nc2ccccc21)NCc1ccccc1	1	2.2	-15.9	22.4	1.7	-2.0	1505	-3.3	0.8	4.5
Cc1cc(/C=N/NC(N)=O)c(C)n1C1CCCCC1	1	2.1	-6.0	-1.2	-6.0	-2.7	1700	-3.5	1	-2.6
COc1cc(NC(=S)NCCCN2CCOCC2)cc(OC)c1OC	1	3.7	-4.0	13.1	8.7	-4.2	1727	-1.8	0.9	10.1
Cc1ccc2cc(C#N)c(N3CCCN(S(=O)(=O)c4ccc(F)cc4)CC3)nc2c1	1	8.3	-9.5	-46.2	16.2	-0.6	1680	-1.0	1.5	5.0
CCOc1ccc(OCc2cccc(C(=O)N/N=C/c3cccnc3)c2)cc1	1	1.9	-10.9	-1.0	12.4	-1.7	1649	-3.8	1	6.8
More entries
SMILES	TNAP act hiacc	PPARg SRC3 recr	TNAP inh no acc	bIAP inh	PPARg SRC2 recr	Efa HMGR inh	SRC2 TRFRET art	TNAP inh hiacc	bIAP activator	PPARg SRC1 recr
CC(NC(=O)/C(=C\c1cccc([N+](=O)[O-])c1)NC(=O)c1ccco1)C(=O)O (stereo not drawn)	1	-1.8	-14.9	2.6	-2.6	-0.2	1358	-3.0	1	0.9
O=C(c1ccco1)N1CCN(CC(O)Cn2c3ccccc3c3ccccc32)CC1 (stereo not drawn)	1	0.9	-6.2	-17.2	1.4	-3.3	1610	2.4	1.2	-4.2
CC(=O)NNS(=O)(=O)c1ccccc1[N+](=O)[O-]	1	-4.8	3.5	15.5	-5.7	-1.3	1642	-1.6	0.8	-2.8
CCCNC(=O)C(=O)NCCC1=CCCCC1	1	-0.1	-8.0	-5.9	-3.2	-5.0	1431	-4.3	1.1	-5.8
COc1nccnc1NS(=O)(=O)c1ccc(N=Cc2c(C)[nH]n(-c3ccccc3)c2=O)cc1	1	4.5	-1.1	-11.1	-0.4	5.1	1734	1.3	1.1	0.5
CN(C)c1ccc(-c2ccccc2)nn1	1.1	-6.0	-25.9	13.2	7.7	-7.2	1593	-6.1	0.9	1.7
COC(=O)c1c(NC(=O)CC2Nc3cc(C)c(C)cc3NC2=O)sc(C)c1C (stereo not drawn)	1	-3.9	0.1	·	4.5	-2.2	1560	-4.2	0.1	-2.6
O=C(CN1C(=O)CSc2ccccc21)NCCC1=CCCCC1	1	-1.5	-7.2	10.2	-0.9	-1.4	1668	-3.8	0.9	9.3
Cc1ccc(-c2cc(C(=O)Nc3sc4c(c3C(=O)NCc3ccco3)CCC4)[nH]n2)c(O)c1	1	0.9	-89.3	-3.0	4.6	1.9	1705	-2.7	1	0.0
COc1ccc(S(=O)(=O)NCC2CCCN(C(=O)c3ccccc3)C2)cc1 (stereo not drawn)	1.1	-0.2	-8.2	-19.0	1.5	-4.8	1600	-10.4	1.2	6.2
O=C(NCc1ccco1)C1CCN(C(=O)c2cc3sccc3n2Cc2ccc(F)cc2)CC1	1	-1.0	-10.5	-26.8	3.9	0.9	1596	-4.5	1.3	1.9
O=C(CN1CCOCCOCCOCC1)Nc1ccccc1	1.1	-6.1	-8.5	5.9	3.4	-7.9	1510	-5.4	0.9	-4.1
Cc1ccc2nc(N3CCN(Cc4nnnn4C4CCCC4)CC3)c(C#N)cc2c1	1	2.7	-4.5	-1.6	3.6	-2.8	1618	-2.1	1	1.7
COc1ccc(C(=O)Nc2nc(C)cc(C)n2)cc1[N+](=O)[O-]	1	4.1	-10.0	1.5	8.9	-3.7	1595	-2.4	1	8.7
COc1ccc(Cn2nnnc2C(c2ccc(N(C)C)cc2)N2CCC(C)CC2)cc1 (stereo not drawn)	1	0.8	-2.9	0.4	0.4	0.3	1593	-3.4	1	-0.4
CSc1ccccc1NC(=O)CN(Cc1ccc(Cl)cc1)S(C)(=O)=O	1	-2.8	-9.5	-2.6	-2.5	1.1	1467	-2.8	1	-4.3
COc1ccc(N2CCN(C(C)=C3C(=O)c4ccccc4C3=O)CC2)cc1	1	2.5	-4.6	-13.5	2.8	4.4	1316	-3.3	1.1	-0.3
COC(=O)C/C=C/[C@@H](C)[C@@H](/C=N/OC[C@H]1O[C@H](c2ccccc2)C=C[C@@H]1Oc1ccc(OC)cc1)NS(=O)(=O)c1ccc(C)cc1	1	0.8	-5.8	2.0	7.3	-5.7	1478	-3.0	1	3.0
C=CCn1c(CCNC(=O)c2ccccc2F)nnc1SCC(=O)Nc1nc2ccccc2s1	1	3.2	-0.2	2.6	13.2	-0.4	1524	0.7	1	9.9
Cc1nc(C)n(CC(=O)N2CCCC(C(=O)c3ccc(Cl)cc3C)C2)n1 (stereo not drawn)	1.1	-1.2	-11.5	6.9	-4.2	-5.9	1466	-5.6	0.9	-7.1
CCCCOc1ccc(/C=C/C(=O)OCC(=O)c2c(N)n(C)c(=O)n(C)c2=O)cc1OCC	1	-0.8	-3.4	-26.7	-3.1	-1.9	1400	-1.6	1.3	-3.8
O=S(=O)(Cc1ccccc1)N1CCC(N2CCN(c3ccccc3)CC2)CC1	1	-1.1	-11.3	10.4	1.2	-5.2	1310	-4.0	0.9	4.9
CC1(c2ccccc2)NC(=O)N(N)C1=O (stereo not drawn)	1	-2.8	-11.2	2.8	-2.1	-0.3	1321	-3.0	1	-10.0
CCN(c1ccccc1)S(=O)(=O)c1ccc(F)cc1	1.1	-6.8	-12.1	13.1	0.8	-2.7	1586	-6.1	0.9	-0.1
CC(C)CCNC(=O)Nc1ccc2c(c1)N(C)C(=O)CS2	1	-10.6	-15.3	21.0	-2.3	-6.8	1459	-2.4	0.8	-2.6

Just PPARg SRC1 recr and Efa HMGR inh, for three of the compounds above:
| compound | PPARg SRC1 recr | Efa HMGR inh |
| --- | --- | --- |
| CCCCOc1ccc(/C=C/C(=O)OCC(=O)c2c(N)n(C)c(=O)n(C)c2=O)cc1OCC | -3.8 | -1.9 |
| COc1ccc(Cn2nnnc2C(c2ccc(N(C)C)cc2)N2CCC(C)CC2)cc1 (stereo not drawn) | -0.4 | 0.3 |
| CC(=O)NNS(=O)(=O)c1ccccc1[N+](=O)[O-] | -2.8 | -1.3 |

The results go on.
SMILES	TNAP act hiacc	PPARg SRC3 recr	TNAP inh no acc	bIAP inh	PPARg SRC2 recr	Efa HMGR inh	SRC2 TRFRET art	TNAP inh hiacc	bIAP activator	PPARg SRC1 recr
Cn1nc(C(=O)Nc2nnc(C3CC3)s2)c2ccccc2c1=O	1	0.2	-6.8	16.1	2.4	-1.2	1506	0.3	0.8	3.2
CSc1ccccc1NC(=O)c1cc(C2CC2)on1	1	-1.8	-6.0	20.2	2.5	-4.1	1426	0.6	0.8	-0.1
COc1ccc(S(=O)(=O)Nc2ccccc2C(=O)OC2CCCN(C)C2)cc1OC (stereo not drawn)	1.1	1.9	-4.0	5.8	-0.1	-0.8	1547	-5.6	0.9	-1.1
Cc1ccc(N)cc1-n1c(C)ccc1C	1	3.6	-4.0	1.4	10.8	-0.5	1518	-2.1	1	1.4
CC1CCCCN1CCn1c(=S)[nH]c2cc3c(cc2c1=O)OCO3 (stereo not drawn)	1	-1.5	-3.4	-9.1	-1.4	-0.8	1425	-1.9	1.1	-5.4
Cc1c(C(=O)Nc2ccc(OC(F)(F)F)cc2)sc2nc3n(c(=O)c12)CCC3	1	4.7	-8.5	-6.4	3.0	-1.8	1455	0.0	1.1	4.5
COc1ccc2[nH]c(=O)cc(C(=O)O)c2c1	1	0.1	-11.8	6.6	1.6	-4.4	1394	-2.1	0.9	1.5
O=C(Nc1cc([N+](=O)[O-])ccc1Cl)C1CC1	1	4.8	-5.3	26.1	9.5	1.2	1662	-0.8	0.7	2.6
CC(NCC1(N2CCOCC2)CCCCC1)C(=O)Nc1ccc(Cl)cc1Cl (stereo not drawn)	0.9	0.0	-2.7	-12.6	3.4	-0.5	1643	6.1	1.1	-5.9

No enrichment for hits; any-hit rate near 1.6%.
